# Mcl1-Bid inh – Mcl-1/Bid binding inhibitors, primary screen, biochemical, TR-FRET, 1536-well; TR-FRET Mcl-1/Bid-Dy647 peptide binding; inhibition, % at 21.7 µM; 220,000 compounds, 0.97% hits;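 active = compounds that cut the binding signal by more than half at the single screening dose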;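 also: His-tagged Mcl-1 with europium anti-His antibody binding Bid BH3 peptide; 0% = Mcl-1 plus peptide wells and 100% = peptide-only wells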
# Target sequence (Q07820 whole entry, looked up): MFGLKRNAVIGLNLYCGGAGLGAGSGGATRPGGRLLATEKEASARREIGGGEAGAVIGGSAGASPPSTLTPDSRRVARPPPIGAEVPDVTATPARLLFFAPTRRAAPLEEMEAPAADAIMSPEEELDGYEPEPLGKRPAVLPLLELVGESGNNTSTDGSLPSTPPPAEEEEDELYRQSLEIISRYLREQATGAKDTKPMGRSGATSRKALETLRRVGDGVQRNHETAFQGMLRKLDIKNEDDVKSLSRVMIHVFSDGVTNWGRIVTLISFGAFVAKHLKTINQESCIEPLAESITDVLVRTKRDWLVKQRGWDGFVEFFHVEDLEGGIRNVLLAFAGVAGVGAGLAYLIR
# HRas wt GTP – modulators of GTP binding to HRas wildtype, primary screen, biochemical, bead-based flow cytometry, multiplex; AID 759, 2007; GTPase HRas (Homo sapiens), P01112; GTP binding activity, % at 10 µM; 190,000 compounds, 0.14% hits; GST-Ras wt beads, Bodipy-FL-GTP binding; actives lie on both sides;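 active = GTP binding activity at least 20% away from the 100% baseline, either lowered as inhibitor or raised as activator; inconclusive = flagged as likely green fluorescent, judged across all proteins in the well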;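 also: 0% = unlabeled GTP competition control and 100% = no-compound control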
# Target sequence (P01112 whole entry, looked up): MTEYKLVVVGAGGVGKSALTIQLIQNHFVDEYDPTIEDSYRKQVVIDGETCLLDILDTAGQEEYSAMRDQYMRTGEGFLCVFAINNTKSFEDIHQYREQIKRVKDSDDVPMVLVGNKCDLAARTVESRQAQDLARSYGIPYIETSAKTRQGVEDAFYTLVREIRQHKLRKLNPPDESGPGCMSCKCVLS
# Avidin bead fluor – green autofluorescence of compounds with avidin beads – biophysical, 488/530 nm, flow cytometry, artefact control, profiling panel; compound fluorescence 488/530 nm; hits give high values; fluorescence (KMESF) at 10 µM; 220,000 compounds, 0.38% hits; AID 1775, 2009; in the data active = fluorescence above about 47; also: inactives centre near 10
# Rab2A wt mod – modulators of GTP binding to Rab2A wildtype, primary screen, biochemical, dog, bead-based flow cytometry, multiplex. Ras-related protein Rab-2A (Canis lupus familiaris), P61105. GST-Rab2 wt beads, Bodipy-GTP binding. GTP binding activity, % at 10 µM. 190,000 compounds, 0.19% hits. AID 760, 2007;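 active = GTP binding activity at least 20 points away from 100%, either lowered or raised; inconclusive = signal likely due to the compound's own green fluorescence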;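 also: 0% = beads with excess unlabeled GTP and 100% = no-compound control corrected for plate trend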
# Rac1 wt modul – wildtype Rac1 GTP binding modulators, primary screen, biochemical, GST-Rac1 beads, flow cytometry, multiplex; Ras-related C3 botulinum toxin substrate 1 (Homo sapiens), P63000; fluorescent GTP binding; actives lie on both sides; 0 = cold GTP competed, 100 = untreated; GTP binding activity (% of control), % at 10 µM; 190,000 compounds, 0.27% hits;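 active = GTP binding activity at least 20 points away from the 100% control level, either lower or higher; inconclusive = compound flagged as likely green fluorescent, judged across all proteins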
# Pf gametocyte – late stage P. falciparum gametocyte viability inhibitors, primary screen, ATP luminescence, HTS. AID 743093, 2013. P. falciparum stage V gametocytes, 24 h. inhibition, % at 10.9 µM. 150,000 compounds, 0.065% hits;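 active = inhibition above the mean plus 3 SD of compounds within the control limits, set per campaign, cut at about 38% in these data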;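 also: 0% = DMSO wells and 100% = medium only without gametocytes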
# Rac1 act GTP bind – GTP binding modulators of activated mutant Rac1, primary screen, biochemical, bead-based flow cytometry, multiplex, fluorescent GTP | GST-Rac1 activated beads; actives lie on both sides; 100% means binding = to untreated wells | percent activity (GTP binding), % at 10 µM | 190,000 compounds, 0.11% hits;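 active = GTP binding at least 20 percentage points away from the 100% baseline, in either direction, so actives lie on both sides; inconclusive = Compound likely fluorescent itself, or too few beads counted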
# GSH fluor – compound fluorescence on glutathione beads, profiling panel, artefact control, biophysical, 488/530 nm, flow cytometry. GSH beads flow cytometry, compound fluorescence 488/530 nm; hits give high values. fluorescence (KMESF) at 10 µM. 190,000 compounds, 0.25% hits. AID 1776, 2009; in the data active = fluorescence above about 89;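 also: glutathione beads carrying GST-tagged Bcl family fusion proteins plus one bare bead set; values are compound well signal with DMSO vehicle wells as background; inactives centre near 16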
# Cdc42 wt GTP – modulators of GTP binding to wildtype Cdc42, primary screen, biochemical, multiplex bead flow cytometry, Bodipy-GTP | Cell division control protein 42 homolog (Homo sapiens), P60953 | GST-Cdc42 beads; actives lie on both sides | percent activity (GTP binding), % at 10 µM | 190,000 compounds, 0.2% hits | AID 761, 2007;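 active = percent activity GTP binding at least 20 points away from the 100% baseline, either down as inhibitor or up as activator; inconclusive = compound flagged as likely green fluorescent from well-wide comparison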;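 also: median bead fluorescence of bound Bodipy-FL-GTP at 100 nM; 0% = excess unlabeled GTP control and 100% = no compound control; below 100% means less GTP binding so inhibitor and above means activator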
# Target sequence (P60953 whole entry, looked up): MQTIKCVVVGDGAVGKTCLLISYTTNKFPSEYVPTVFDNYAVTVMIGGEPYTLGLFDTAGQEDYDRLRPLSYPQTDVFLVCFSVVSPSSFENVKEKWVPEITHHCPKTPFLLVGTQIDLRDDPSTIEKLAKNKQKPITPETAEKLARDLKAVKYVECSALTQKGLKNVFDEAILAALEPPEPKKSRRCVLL
# Mcl1-Noxa inh – Mcl-1/Noxa binding inhibitors, primary screen, biochemical, TR-FRET, 1536-well | Induced myeloid leukemia cell differentiation protein Mcl-1 (Homo sapiens), Q07820 | TR-FRET Mcl-1/Noxa peptide binding, 2 h | inhibition, % at 21.7 µM | 220,000 compounds, 1.5% hits | AID 1022, 2008;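 active = compounds that cut the protein-peptide binding signal by more than 50% relative to plate controls in a single-dose test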;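 also: His-tagged Mcl-1 with rhodamine Noxa BH3 peptide and terbium anti-His antibody; 0% = Mcl-1 plus Noxa peptide wells and 100% = peptide-only wells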
# Rab7 wt modul – modulators of GTP binding to Rab7, primary screen, biochemical, wildtype, multiplex bead flow cytometry; Rab7 GTPase wild type (dog), Bodipy-FL-GTP binding; GST-Rab7 beads, fluorescent GTP binding; actives lie on both sides; untreated = 100%, excess cold GTP = 0%; GTP binding activity (percent of control), % at 10 µM; 190,000 compounds, 0.055% hits; AID 758, 2007;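 active = fluorescent GTP binding to Rab7 beads changed by at least 20 points from the 100% baseline, either direction, mostly lower; inconclusive = compound itself probably fluorescent, or too few beads counted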;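 also: median green fluorescence of bound Bodipy-FL-GTP per Rab7 bead population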
# The depositor's hits bear a star; ? = inconclusive; . = no result given. Compounds as they come; about 3% have a hit in one of these screens.
SMILES,Mcl1-Bid inh,HRas wt GTP,Avidin bead fluor,Rab2A wt mod,Rac1 wt modul,Pf gametocyte,Rac1 act GTP bind,GSH fluor,Cdc42 wt GTP,Mcl1-Noxa inh,Rab7 wt modul
CNC(=O)COC(=O)c1cc(-c2ccc(OC)cc2)nc2ccccc12,-9.0,94.0,9,94.0,96.0,.,95.0,16,92.0,21.8,88.0
Cn1c(Cl)cnc1C(O)c1ccccc1 (centres undefined),-25.5,99.0,18,101.0,105.0,-23.9,99.0,14,102.0,-12.9,102.0
Clc1ccc2nc(-c3ccc(Br)s3)cn2c1,-3.0,103.0,11,101.0,104.0,-9.2,100.0,36,102.0,7.9,104.0
CN(Cc1cnn(C)c1)C(=O)c1cc(COc2c(F)cccc2F)on1,-34.2,95.0,10,96.0,100.0,-15.2,96.0,10,98.0,-6.0,95.0
O=C(c1ccc(C(=O)N2CCOCC2)nc1)N1CCOCC1,-17.3,98.0,8,99.0,102.0,26.8,99.0,13,100.0,-8.4,99.0
COCCn1c(C)cc(C(=O)COC(=O)c2ccc3ncsc3c2)c1C,-29.8,100.0,5,97.0,100.0,.,97.0,10,100.0,23.0,95.0
CCOC(=O)N1CCN(S(=O)(=O)c2ccc(C(=O)Nc3ccc(F)cc3F)cc2)CC1,-10.7,98.0,15,97.0,99.0,.,98.0,17,101.0,-19.1,96.0
CCOC(=O)c1cc2occc2n1CCCN1C(=O)c2ccccc2C1=O,-46.2,99.0,8,100.0,107.0,.,101.0,4,101.0,12.4,98.0
CCn1c(CCNC(=O)c2cccs2)nnc1SCC(=O)Nc1nc(-c2ccccc2)cs1,2.7,98.0,7,97.0,98.0,13.6,98.0,47,97.0,3.8,98.0
CCOC(=O)c1c(C)nc(C)c2c(=O)oc3ccccc3c12,-45.8,95.0,4,96.0,94.0,.,95.0,13,93.0,35.2,98.0
Nc1ccccc1SCC(=O)Nc1nc(-c2ccccc2)cs1,-42.8,95.0,8,94.0,91.0,2.8,93.0,9,90.0,-4.8,97.0
COc1ccc(-n2c(C)cc(/C=C(\C#N)C(=O)NCc3ccco3)c2C)cc1,-27.7,98.0,12,100.0,100.0,9.5,102.0,15,93.0,0.0,95.0
COc1cccc(NC(=S)N2CCCN(Cc3ccc(F)cc3)C2)c1,-32.5,96.0,11,96.0,97.0,-19.9,96.0,13,98.0,24.3,94.0
COc1ccc(N2CCN(C(=O)c3ccc4ccccc4n3)CC2)cc1,-28.4,94.0,9,94.0,91.0,-3.6,93.0,16,92.0,0.0,93.0
CCc1nc2cc(CC(=O)O)ccc2o1,-22.7,100.0,33,99.0,102.0,.,99.0,13,102.0,0.7,99.0
CC12CN(C(=O)c3ccco3)CC(c3ccccc3)(CN(C(=O)c3ccco3)C1)C2=O,-8.0,101.0,31,99.0,110.0,-9.6,100.0,29,106.0,14.0,102.0
CN1/C(=C\C=C2/C(=O)Oc3ccccc3C2=O)C(C)(C)c2ccccc21,-5.1,112.0,90*,113.0,118.0,9.2,108.0,68,109.0,-10.9,114.0
CC1(c2ccccc2)NC(=O)N(CC(=O)N2CCOCC2)C1=O (centres undefined),-3.3,102.0,15,102.0,105.0,-2.6,99.0,37,103.0,-12.7,105.0
Cc1noc(COc2ccccc2OCC(N)=O)c1Cl,-2.2,108.0,20,106.0,105.0,.,104.0,28,109.0,8.8,102.0
COc1ccc(Cl)cc1NC(=S)NCCCN1CCCC1=O,-34.0,97.0,22,98.0,97.0,7.5,98.0,14,98.0,8.3,97.0
CN1/C(=C\C(=S)Nc2ccccc2)C(C)(C)c2ccccc21,-11.6,100.0,10,101.0,102.0,.,97.0,17,98.0,15.3,102.0
Cc1ccccc1-n1c(=O)cc(N2CCCCCC2)[nH]c1=O,-15.7,101.0,23,101.0,107.0,.,99.0,13,103.0,1.4,100.0
Cc1cc(C)n(CC(=O)NN)n1,-19.2,96.0,10,97.0,99.0,7.9,95.0,27,99.0,9.1,95.0
COC(=O)c1cn(C)c2ccc(S(=O)(=O)N3CC(C)CC(C)C3)cc2c1=O (centres undefined),27.2,99.0,29,98.0,100.0,13.7,99.0,17,95.0,50.2,97.0
CCCCNCc1cc(OCC)c(OCC)cc1Br,-27.0,95.0,6,95.0,98.0,6.8,98.0,16,96.0,20.3,95.0
COCCNC(=O)C1CC(=O)N(c2ccc(OC)cc2)C1c1ccc(OC)cc1 (centres undefined),-9.2,97.0,9,102.0,103.0,.,95.0,16,100.0,8.8,106.0
O=c1c2c(-c3cccs3)csc2ncn1-c1ccccc1,1.3,101.0,24,102.0,105.0,.,101.0,24,102.0,14.4,96.0
Cc1ccn(-c2ccc([N+](=O)[O-])cc2)n1,8.1,101.0,9,99.0,104.0,-3.7,98.0,17,99.0,-5.6,100.0
COc1cc(OC)c(S(=O)(=O)NCc2cccnc2)cc1NC(C)=O,-2.8,98.0,7,99.0,102.0,-1.4,93.0,29,94.0,17.9,101.0
CCOC(=O)c1cc2c(ccn2C)n1CC(=O)Nc1ccc(F)cc1,-62.5,99.0,15,100.0,100.0,-6.2,97.0,14,98.0,2.4,103.0
CCNC(=S)NNC(=O)c1cc(-c2ccc(OC)cc2)nc2ccccc12,-106.6,101.0,5,98.0,102.0,.,99.0,15,98.0,-42.3,102.0
CCCCCc1nc(-c2nonc2N)no1,-5.1,?,7,?,?,.,?,23,?,9.2,?
CCN(CC)c1ccc(/C=N/NC(=O)c2ccc([N+](=O)[O-])cc2)cc1,-1.3,99.0,11,102.0,102.0,-17.8,99.0,14,103.0,-0.8,106.0
CCOC(=O)NNC1CC(=O)N(c2ccccc2)C1=O (centres undefined),-1.8,102.0,17,100.0,105.0,-8.8,102.0,24,105.0,-0.1,106.0
Cc1ccc(S(=O)(=O)N2CCCC(C(=O)N3CCCc4ccccc43)C2)cc1 (centres undefined),1.8,97.0,36,95.0,96.0,.,94.0,12,99.0,1.1,95.0
C[C@@H]1CCC[C@@]2(O[C@H](CCO)C[C@@H](O)[C@@H]2O)O1,-9.2,99.0,11,100.0,102.0,3.1,99.0,17,101.0,8.7,93.0
Cc1ccccc1OCC(=O)N/N=C/c1ccccn1,-13.8,96.0,8,98.0,93.0,-13.1,92.0,20,93.0,-0.7,104.0
COc1ccc(OC)c(C2CC(=O)N3CN(c4ccc(C)c(Cl)c4)CSC3=C2C#N)c1 (centres undefined),-25.3,98.0,5,99.0,101.0,.,100.0,26,99.0,19.2,96.0
O=C(c1cnc2n(c1=O)CCS2)N1CCN(c2ccc(Cl)c(Cl)c2)CC1,-3.4,100.0,25,100.0,105.0,.,100.0,8,102.0,-8.6,100.0
Cc1ccccc1NC(=O)OCc1cccnc1Oc1ccc(Cl)cc1,-22.0,91.0,7,95.0,89.0,-5.9,90.0,15,89.0,2.7,101.0
N#Cc1ccc(-c2ccco2)nc1SCc1ccccc1,-0.4,93.0,8,90.0,91.0,4.8,91.0,15,92.0,28.4,96.0
N#Cc1cc(-c2ccccc2)cn(Cc2c(Cl)cccc2Cl)c1=O,-30.2,97.0,9,96.0,97.0,6.5,94.0,54,97.0,-7.6,98.0
CCCCCn1c(CN2CCN(Cc3ccccc3)CC2)nc2c1c(=O)[nH]c(=O)n2C,-18.1,97.0,9,96.0,98.0,-4.0,97.0,47,98.0,-29.0,96.0
O=C(c1ccco1)N1CCCC(c2nc(-c3ccc(S(=O)(=O)NCc4ccccc4)cc3)no2)C1 (centres undefined),-10.8,102.0,24,100.0,108.0,-8.0,100.0,14,107.0,-2.8,100.0
O=C(O)c1ccc(Cl)c(NC(=S)NC(=O)c2ccccc2[N+](=O)[O-])c1,-13.6,98.0,6,93.0,95.0,.,92.0,14,91.0,1.6,102.0
COc1ccc(CCN2C(=O)C3C(C2=O)C2C=CC3C23CC3)cc1OC (centres undefined),-5.0,97.0,17,96.0,93.0,-23.9,98.0,10,94.0,10.5,99.0
CCn1cc(CN(C)S(=O)(=O)c2ccc3ccccc3c2)c(C)n1,-9.3,102.0,17,102.0,105.0,.,99.0,17,101.0,3.0,104.0
CC(Oc1ccc(C(=O)c2ccccc2)cc1)C(=O)Nc1ccc(S(N)(=O)=O)cc1 (centres undefined),-9.3,98.0,7,97.0,103.0,4.1,98.0,12,99.0,8.6,96.0
OC(CSc1ccccc1Cl)CN1CCN(c2ccc(F)cc2)CC1 (centres undefined),-88.8,98.0,9,98.0,99.0,-7.5,97.0,56,99.0,-10.7,96.0
O=C(OCCN(C1=NS(=O)(=O)c2ccccc21)c1ccc(Cl)cc1)c1ccco1,-4.4,97.0,24,95.0,101.0,.,98.0,14,102.0,15.6,97.0
Cc1ccc(-c2nnc(SCC(=O)N/N=C/c3ccc(C)s3)n2-c2ccccc2)cc1,31.7,?,11,?,?,-10.3,?,11,?,-19.8,?
O=C(CCN1C(=O)c2ccccc2C1=O)N1CCN(c2ccccn2)CC1,-4.7,103.0,20,103.0,106.0,6.6,101.0,29,103.0,-2.1,103.0
COCCCn1c(-c2ccccc2Cl)n[nH]c1=S,-41.8,97.0,34,95.0,97.0,.,94.0,20,97.0,18.9,95.0
O=S(=O)(NCc1ccco1)c1ccc(S(=O)(=O)N2CCCCC2)cc1,-4.2,96.0,6,98.0,96.0,.,92.0,21,98.0,10.8,95.0
COc1cc(NC(=O)CSc2nnnn2Cc2ccc3c(c2)OCO3)cc(OC)c1,-31.1,101.0,3,104.0,108.0,16.5,99.0,45,100.0,-0.3,103.0
CCC(C)Nc1nc(OC(C(F)(F)F)C(F)(F)F)nc(OC(C(F)(F)F)C(F)(F)F)n1 (centres undefined),6.3,101.0,4,101.0,108.0,-1.7,99.0,.,106.0,13.5,100.0
CCC(=O)Nc1ccc(NC(=O)c2ccco2)c(OC)c1,-1.0,104.0,38,102.0,107.0,.,103.0,11,105.0,12.7,101.0
CCOc1ccc(-c2ccc(SC)nn2)cc1,-16.6,97.0,11,96.0,96.0,30.8,95.0,22,94.0,-0.7,104.0

# High-throughput results from PubChem.
